CRFR2-BP antag: CRF-BP/CRF-R2 complex antagonism; HEK293 CRF-R2/CRF-BP, CRF-induced calcium fluorescence; inhibition, % at 11.8 µM; 350,000 tested, 0.59% active; AID 588475;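 active = inhibition of the ligand-induced calcium signal above about 50% at the single tested concentration, limit read from the data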
FID counter: displaces DNA intercalator in HCV helicase counter-screen; DNA fluorescent intercalator displacement, fluorescence; inhibition, % at 7.9 µM; 290,000 tested, 0.17% active; in the data active = inhibition above about 37%;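 note: 0% = vehicle and 100% = reference compound; higher means more ethidium bromide displaced from hairpin DNA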
SUMO HTRF inh: blocks human SUMOylation mediated by UBC9; P63279; HTRF SUMOylation assay, SAE1/SAE2 + UBC9, in vitro; inhibition, % at 35 µM; 290,000 tested, 0.36% active; AID 2006; in the data active = inhibition above about 50%, passing the limit was not always enough; note: strong numbers were not always called active
Target sequence (P63279 whole entry, looked up): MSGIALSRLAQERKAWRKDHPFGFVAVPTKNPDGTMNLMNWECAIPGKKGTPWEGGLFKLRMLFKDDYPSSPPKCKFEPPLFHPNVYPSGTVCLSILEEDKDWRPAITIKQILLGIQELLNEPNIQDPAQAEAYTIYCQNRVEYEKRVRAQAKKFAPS
GalR3 antag: antagonists of human GalR3 | HEK293 GalR3-CNG cAMP membrane potential fluorescence; galR3 body fused to GalR1 C-terminus | O60755 | AID 651719 | inhibition, % at 3 µM | 360,000 tested, 0.44% active;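 active = inhibition above the screen-wide average plus 3 SD, cut at about 13% in these data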;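 note: forskolin and galanin both at EC90 stimulate the cells; cAMP rise reported by CNG channel membrane potential dye signal; 0% = forskolin plus galanin with DMSO and 100% = forskolin alone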
Target sequence (O60755 1-299 limits assumed): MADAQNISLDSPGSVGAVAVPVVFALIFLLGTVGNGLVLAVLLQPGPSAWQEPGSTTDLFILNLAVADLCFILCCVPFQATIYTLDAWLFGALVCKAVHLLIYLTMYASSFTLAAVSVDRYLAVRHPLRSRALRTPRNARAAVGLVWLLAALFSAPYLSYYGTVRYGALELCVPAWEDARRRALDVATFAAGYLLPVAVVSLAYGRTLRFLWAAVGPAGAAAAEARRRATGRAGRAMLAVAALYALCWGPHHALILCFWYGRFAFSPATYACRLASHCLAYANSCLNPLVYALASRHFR
MEKK3 PB1 HTS: MEKK3-MEK5 PB1 interaction, increase or decrease; Q99759; bead-based flow cytometry, Alexa488-MEK5 binding to MEKK3; actives lie on both sides; 0 = blocked by unlabeled MEK5, 100 = vehicle; binding response (% of control), % at 10 µM; 290,000 tested, 1.4% active; AID 1529;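 active = binding response more than 3 SD above or below the average of its plate-row segment, actives on both sides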;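 note: Alexa488 bead fluorescence after subtracting the streptavidin-only scavenger bead signal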
Target sequence (Q99759 whole entry, looked up): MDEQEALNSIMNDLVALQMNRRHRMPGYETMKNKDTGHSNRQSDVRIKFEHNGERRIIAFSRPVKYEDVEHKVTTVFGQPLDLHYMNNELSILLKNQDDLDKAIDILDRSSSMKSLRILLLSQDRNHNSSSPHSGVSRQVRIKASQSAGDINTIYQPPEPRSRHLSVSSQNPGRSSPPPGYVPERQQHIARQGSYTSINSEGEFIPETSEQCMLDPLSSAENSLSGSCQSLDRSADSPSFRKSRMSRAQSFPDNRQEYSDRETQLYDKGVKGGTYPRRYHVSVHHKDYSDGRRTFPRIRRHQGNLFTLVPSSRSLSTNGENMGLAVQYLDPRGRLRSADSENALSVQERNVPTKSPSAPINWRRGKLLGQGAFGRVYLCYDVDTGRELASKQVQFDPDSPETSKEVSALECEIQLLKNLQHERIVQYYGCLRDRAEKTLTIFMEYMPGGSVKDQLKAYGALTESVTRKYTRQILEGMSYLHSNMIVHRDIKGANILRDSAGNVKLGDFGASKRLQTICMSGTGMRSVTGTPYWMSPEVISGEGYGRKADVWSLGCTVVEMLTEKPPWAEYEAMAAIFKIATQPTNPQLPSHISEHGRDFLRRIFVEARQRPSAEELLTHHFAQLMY
NS3 helicase inh: blocks Hepatitis C virus NS3 helicase unwinding; NS3 helicase DNA unwinding, Cy5 molecular beacon fluorescence; inhibition, % at 10.9 µM; 290,000 tested, 0.56% active; AID 1800;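 active = inhibition above the mean of all tested compounds plus 3 SD, set per campaign, cut at about 35% in these data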;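 note: 0% = DMSO wells and 100% = thioflavine S control wells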
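Material: hepatitis C virus NS3 helicase domain fragment enzyme; measured by: Cy5 fluorescence, 0 and 60 min reads; control set: DMSO and thioflavine S; incubation: 60 min unwinding reaction at 25 °C after ATP addition; read-out basis: % inhibition from 60/0 min fluorescence ratio, DMSO 0%, thioflavine S 100%; repeats: singlicate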
CRFBP-R2 agonist: CRF-BP/CRF-R2 complex agonism; HEK293 CRF-R2/CRF-BP, calcium dye fluorescence (FLIPR); percent of saturating CRF peptide response; activation, % at 13.2 µM; AID 588473; 350,000 tested, 0.46% active;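 active = activation of at least 50%, plus an integration ratio under a set limit after plate pattern correction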;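 note: plate controls were neutral control wells without compound for no effect and CRF at EC100 for full effect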
MEKK2 mut-MEK5: signal of MEK5 binding to mutant human MEKK2 PB1 domain; bead flow cytometry, Alexa488-MEK5 binding to MEKK2 mutant; percent response, % at 10 µM; 290,000 tested, 0.35% active; in the data active = percent response above about 24%, passing the limit was not always enough; note: inactives centre near 1; some results filed as inactive read as strong as hits
MEKK2 WT-MEK5: raises or lowers MEK5 binding to wildtype human MEKK2 PB1 domain | Q9Y2U5 | bead flow cytometry, Alexa488-MEK5 binding to MEKK2 WT; actives lie on both sides | binding response (% of control), % at 10 µM | 290,000 tested, 1.1% active; in the data active = binding response below about 67% or above about 130%
* hit, by the source's call; x = no result given; [ ] = dose if it differs, or a comment.

1) Cc1ccc(S(=O)(=O)N(CC(=O)N=Nc2c(O)[nH]c3ccccc23)c2cccc(C)c2)cc1
2) O=C(Cc1ccccc1[N+](=O)[O-])NC1CC2CCC1C2 (stereo not drawn)
3) COc1ccc(CCNS(=O)(=O)c2ccc(Br)cc2)cc1OC
4) NNC(=O)/C(=C\c1cccs1)NC(=O)c1ccccc1
5) COc1ccc(-c2cc(-c3ccccc3)nc(SCC(=O)Nc3nccs3)c2C#N)cc1
6) N#Cc1c(/N=C/c2cc(Br)cs2)sc2c1CCC2
7) COc1ccc(/C=N/N=C2/NC(=O)C(CC(=O)NC(N)=O)S2)cc1 (stereo not drawn)
8) O=C(O)CN1CCN(Cc2ccc(F)cc2Cl)C1=O
compound no.	1	2	3	4	5	6	7	8
CRFR2-BP antag	44	-1	20	32	36	2	-8	0
FID counter	-4	0	-17	-1	-3	-5	-1	-6
SUMO HTRF inh	-14	2	-5	10	0	x	-1	3
GalR3 antag	-2	-8	-6	2	-4	-3	11	-6
MEKK3 PB1 HTS	150*	108	106	103	102	98	106	103
NS3 helicase inh	9	0	6	9	5	9	15	5
CRFBP-R2 agonist	0.9	-1.6	-5.0	0.3	1.5	-1.6	-0.9	-1.7
MEKK2 mut-MEK5	0	10	5	2	15	-8	5	3
MEKK2 WT-MEK5	102	112	109	104	113	95	104	101

9) Cc1cc(C)nc(NS(=O)(=O)c2ccc(NC(=O)c3ccc4c(c3)OCCO4)cc2)n1
10) O=[N+]([O-])c1ccc(CSc2ccc(-c3ccccn3)nn2)cc1
11) O=[N+]([O-])c1ccccc1S(=O)(=O)N1CCCc2ccccc21
12) CC1CCCCN1CCNC(=O)c1cnn2ccccc12 (stereo not drawn)
13) Cc1nn(C(C)C(=O)O)c(C)c1[N+](=O)[O-] (stereo not drawn)
14) CC1=NOC(=O)/C1=C\c1ccccc1
15) COC(=O)c1cc(NC(=S)N2CCN(C(=O)C3CCCO3)CC2)cc(C(=O)OC)c1 (stereo not drawn)
16) CCOc1ccc(NC(=O)CNC(=O)c2ccc([N+](=O)[O-])cc2)cc1
compound no.	9	10	11	12	13	14	15	16
CRFR2-BP antag	1	18	0	9	47	12	-3	5
FID counter	-19	5	0	4	-4	0	-10	1
SUMO HTRF inh	30	-3	3	27	-3	13	-2	11
GalR3 antag	-5	2	-3	5	2	-3	-5	-6
MEKK3 PB1 HTS	73	98	103	100	91	94	108	98
NS3 helicase inh	-7	-2	3	9	1	-15	1	6
CRFBP-R2 agonist	0.6	-1.8	-1.8	-0.2	-3.0	1.2	-1.3	-0.2
MEKK2 mut-MEK5	-22	0	1	2	-1	-3	16	-5
MEKK2 WT-MEK5	71	97	105	105	95	95	114	94

Compound profiles, from the list above. Values in the order: CRFR2-BP antag	FID counter	SUMO HTRF inh	GalR3 antag	MEKK3 PB1 HTS	NS3 helicase inh	CRFBP-R2 agonist	MEKK2 mut-MEK5	MEKK2 WT-MEK5
Cc1nn(C(C)C(=O)O)c(C)c1[N+](=O)[O-] (stereo not drawn) is listed as 47	-4	-3	2	91	1	-3.0	-1	95
O=[N+]([O-])c1ccc(CSc2ccc(-c3ccccn3)nn2)cc1 is listed as 18	5	-3	2	98	-2	-1.8	0	97

(continued)
17) Cc1cc(-c2ccco2)n(CC(=O)NCc2ccccc2)n1
18) COc1cc(/C=C2/S/C(=N/S(=O)(=O)c3ccccc3)NC2=O)c([N+](=O)[O-])cc1OC
19) COc1ccc(/C=N/c2oc(-c3ccccc3)cc2C#N)cc1OC
20) CCOc1ccc(NC(=O)N(c2ccccc2)c2ccccc2)cc1
21) O=C(CC1(O)C(=O)N(CN2CCOCC2)c2ccccc21)c1ccccc1 (stereo not drawn)
22) O=C(CCc1ccccc1Cl)Nc1cccc(S(=O)(=O)N2CCCC2)c1
23) COc1ccc(-n2nnnc2-c2cccc(OC)c2)cc1
24) Cc1nsc(N)c1C(=O)O
compound no.	17	18	19	20	21	22	23	24
CRFR2-BP antag	-2	29	4	7	5	6	4	28
FID counter	-1	-9	0	-25	-2	-21	-15	-1
SUMO HTRF inh	1	-2	25	10	0	8	-6	12
GalR3 antag	-2	3	5	-3	-5	-1	-5	-6
MEKK3 PB1 HTS	107	115	91	111	101	107	109	98
NS3 helicase inh	6	15	2	7	5	1	5	6
CRFBP-R2 agonist	0.3	1.5	0.6	-0.5	-0.7	-0.2	0.3	0.8
MEKK2 mut-MEK5	8	3	-12	3	1	8	12	1
MEKK2 WT-MEK5	105	106	94	109	100	108	113	99

3 compounds out of the list above, ordered by the value under MEKK2 WT-MEK5, largest number first:
| no. | canonical_smiles | CRFR2-BP antag | SUMO HTRF inh | GalR3 antag | MEKK3 PB1 HTS | NS3 helicase inh | CRFBP-R2 agonist | MEKK2 mut-MEK5 | MEKK2 WT-MEK5 |
| --- | --- | --- | --- | --- | --- | --- | --- | --- | --- |
| 23 | COc1ccc(-n2nnnc2-c2cccc(OC)c2)cc1 | 4 | -6 | -5 | 109 | 5 | 0.3 | 12 | 113 |
| 12 | CC1CCCCN1CCNC(=O)c1cnn2ccccc12 (stereo not drawn) | 9 | 27 | 5 | 100 | 9 | -0.2 | 2 | 105 |
| 13 | Cc1nn(C(C)C(=O)O)c(C)c1[N+](=O)[O-] (stereo not drawn) | 47 | -3 | 2 | 91 | 1 | -3.0 | -1 | 95 |

Further compounds follow:
25) COc1ccc(C(=O)CSc2cc(C)nc(SCC(=O)c3ccc(C)cc3)n2)cc1
26) Cc1ccc(CNC(=O)Cc2ccc(-n3c(=O)[nH]c4ccsc4c3=O)cc2)cc1
27) COc1cccc(Cn2c(=O)oc3ccccc32)c1
28) Nc1ccn(-c2ccccc2)c(=O)c1
29) CC(C)CN(C(=O)CSc1nn(-c2ccc(Cl)cc2)c(=S)s1)C1CCS(=O)(=O)C1 (stereo not drawn)
30) COc1cccc(C2c3[nH]c4ccccc4c3CCN2Cc2ncc[nH]2)c1 (stereo not drawn)
31) COc1ccc(Cl)cc1NC(=O)c1nnn(CC(=O)Nc2ccc(OC)c(OC)c2)c1N
32) COc1ccc(Nc2nc(C(F)(F)F)nc(C)c2C#N)cc1
compound no.	25	26	27	28	29	30	31	32
CRFR2-BP antag	-2	-15	2	-12	-6	-27	-14	4
FID counter	-1	-21	-8	3	-31	9	-4	5
SUMO HTRF inh	1	15	1	8	4	-19	39	10
GalR3 antag	-4	-3	-5	-6	-2	-5	-4	-9
MEKK3 PB1 HTS	82	97	101	104	111	103	99	102
NS3 helicase inh	5	-4	-2	-1	1	-8	10	10
CRFBP-R2 agonist	2.4	-0.8	-7.8	0.4	-2.9	1.4	0.9	-3.8
MEKK2 mut-MEK5	5	-1	1	-3	5	-8	0	10
MEKK2 WT-MEK5	89	100	103	102	106	98	99	93

33) Cc1cc(NC(=O)COC(=O)C2CC(=O)N(c3cccc(C)c3C)C2)no1 (stereo not drawn)
34) Cc1cc(C)c(C#N)c(SCc2cn3ccccc3n2)n1
35) O=C1/C(=C/c2ccco2)CCc2ccccc21
36) CCc1c(C(=O)NC2CCCc3ccccc32)[nH]c(C)c1C(C)=O (stereo not drawn)
37) CC(=O)Nc1cccc(/C(C)=N\NC(=O)c2ccc(Cn3nc([N+](=O)[O-])c(Cl)c3C)o2)c1
38) CCN(CCCNC(=O)C1CCN(S(=O)(=O)N2CCOCC2)CC1)c1cccc(C)c1
39) O=C(NC12CC3CC(CC(C3)C1)C2)c1ccc(-c2cccc(Cl)c2)o1
40) Cn1cc(P(=S)(N2CCOCC2)N2CCOCC2)cc1P(=O)(N1CCOCC1)N1CCOCC1
compound no.	33	34	35	36	37	38	39	40
CRFR2-BP antag	-4	1	1	-1	5	-12	-4	-1
FID counter	-19	-15	-11	-35	-8	-18	-11	-1
SUMO HTRF inh	-14	2	20	-6	7	15	-17	-29
GalR3 antag	-9	0	-3	-5	1	-2	-4	-3
MEKK3 PB1 HTS	105	99	89	98	102	102	101	106
NS3 helicase inh	-6	-9	33	3	-5	-1	7	2
CRFBP-R2 agonist	0.0	-2.0	-0.1	-0.8	1.1	1.3	-1.4	-0.3
MEKK2 mut-MEK5	-2	-2	-7	-4	-1	7	-1	-1
MEKK2 WT-MEK5	100	96	87	97	102	102	97	99

41) O=C(CCN1C(=O)c2ccccc2C1=O)Nc1cccc(O)c1
42) CN1C(=O)C(Cc2cnc[nH]2)NC1=S (stereo not drawn)
43) Cc1ccc(/C=C/C(=O)OCC(=O)Nc2cccc(S(=O)(=O)N(C)C)c2)o1
44) CCN(c1ccccc1)S(=O)(=O)c1ccc(OC)c(NC(=O)CN(C)C)c1
45) COCC(C)(C)COS(N)(=O)=O
46) O=C1/C(=C/c2cccs2)Cc2ccccc21
47) COCCOn1c(SCCOC)nc2ccccc2c1=O
48) COc1ccc(CN(CC2CCC(C(=O)O)CC2)C(=S)Nc2cc(C)ccc2C)cc1 (stereo not drawn)
compound no.	41	42	43	44	45	46	47	48
CRFR2-BP antag	2	7	6	6	-2	7	-7	18
FID counter	-9	-3	-20	13	-4	1	-10	-33
SUMO HTRF inh	3	-12	19	24	3	21	26	10
GalR3 antag	-11	-2	-2	1	-7	-3	-3	-4
MEKK3 PB1 HTS	102	110	104	97	103	106	90	102
NS3 helicase inh	10	7	2	-8	5	3	1	7
CRFBP-R2 agonist	-1.1	-2.3	-0.6	0.0	-0.3	-1.5	3.0	-1.7
MEKK2 mut-MEK5	7	7	11	0	1	13	-11	-1
MEKK2 WT-MEK5	105	107	10*	96	120	108	96	94

49) CCc1cccc(C)c1NC(=S)N(CCN(C)C)C(C)c1ccco1 (stereo not drawn)
50) Cc1cc2cc(CNC(=O)c3ccc4c(c3)OCO4)ccc2n1C
51) COc1cccc(C(=O)CN2CCN(S(=O)(=O)c3cccc([N+](=O)[O-])c3)CC2)c1
52) CCOC(=O)N1CCN(C(=O)c2nc3ccccc3s2)CC1
53) COc1ccc(-n2c3nc4ccccc4nc3c3c(=N)oc(C)nc32)cc1
54) CCOC(=O)/C(C#N)=C1\SS/C(=C(/C#N)C(=O)OCC)S1
55) CC1CCCCN1S(=O)(=O)c1ccc(N(C(=O)c2cnccn2)C(C(=O)NC2CCCCC2)c2cccs2)cc1 (stereo not drawn)
56) CN1CCN(C(=S)NC(=O)c2ccc(-c3ccccc3)cc2)CC1
57) COc1ccc(N=CC2=C(Nc3ccc(OC)cc3)c3c(C)nn(-c4ccccn4)c3CC2)cc1
58) Cc1cccn2c(=O)c3cc(C#N)c(=NC(=O)c4cccs4)n(CCCOC(C)C)c3nc12
compound no.	49	50	51	52	53	54	55	56	57	58
CRFR2-BP antag	-10	6	15	-9	-13	x	-18	-6	x	-1
FID counter	-2	-24	6	-12	-11	0	-43	1	-24	-19
SUMO HTRF inh	-24	-12	-7	24	97	20	5	19	x	8
GalR3 antag	-6	1	-2	-4	-11	x	7	-7	x	-3
MEKK3 PB1 HTS	94	65*[inhibitor]	125	106	105	119	76	102	96	104
NS3 helicase inh	3	-24	-1	1	5	-3	-25	0	-9	5
CRFBP-R2 agonist	-0.2	2.3	0.6	-1.2	1.7	x	0.3	0.2	x	44
MEKK2 mut-MEK5	-3	-19	0	4	5	2	-1	6	-2	0
MEKK2 WT-MEK5	100	-11*	107	111	105	116	92	107	114	90

Part of the list above, showing only SUMO HTRF inh:
no.	Molecule	SUMO HTRF inh
52	CCOC(=O)N1CCN(C(=O)c2nc3ccccc3s2)CC1	24
53	COc1ccc(-n2c3nc4ccccc4nc3c3c(=N)oc(C)nc32)cc1	97

Compound activity from PubChem BioAssay.

Only part of the results is shown, so the mix of outcomes need not match the whole.
